From PubChem BioAssay
proCasp3 act: activates human procaspase-3. recombinant procaspase-3 D3A, Ac-DEVD-pNA absorbance 405 nm. 330,000 compounds, 0.11% hits. P42574. activation, % at 8.5 µM;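 active means activation above the mean of all tested compounds plus 3 SD, cut at about 21% in these data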;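 further: 0% = DMSO alone and 100% = DMSO wells spiked with extra 5 µM PC-3 D3A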
Target sequence (P42574 whole entry D9A/D28A/D175A): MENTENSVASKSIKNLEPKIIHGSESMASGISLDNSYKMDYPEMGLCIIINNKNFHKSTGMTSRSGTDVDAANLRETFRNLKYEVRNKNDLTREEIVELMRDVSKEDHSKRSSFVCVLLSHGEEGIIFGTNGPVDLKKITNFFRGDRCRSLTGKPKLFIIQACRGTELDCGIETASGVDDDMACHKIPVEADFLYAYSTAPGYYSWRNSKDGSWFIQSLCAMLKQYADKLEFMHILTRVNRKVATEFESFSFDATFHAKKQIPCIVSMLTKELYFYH
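Test system: Procaspase-3 D3A mutant; medium: Zinc-free HEPES/NaCl buffer with 0.01% Triton X-100 at pH 7.4; reagent: DEVD-pNA substrate; doses: one concentration, 8.5 µM nominal, 0.8% DMSO; times: 1 h preincubation plus 2 h reaction at 25 °C; signal: Epi-absorbance at 405 nm of released p-nitroaniline, 0 and 120 min; replicates: singlicate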
PP5 primary: blocks human protein phosphatase 5 activity; 320,000 compounds, 0.18% hits; AID 1987; P53041; purified PP5c, OMFP substrate fluorescence; inhibition, % at 6.7 µM;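 active means inhibition above the campaign's mean inhibition across all tested compounds plus 3 SD, cut at about 9.5% in these data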;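 further: 0% = DMSO only and 100% = 100 µM cantharidin control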
procasp7 counter: counter-screen: procaspase-7 (human) activation; P55210; recombinant procaspase-7, Ac-DEVD-pNA absorbance 405 nm; D23A/D198A/D206A triple mutant, cannot self-cleave; scale: DMSO 0, 5 µM enzyme 100; activation, % at 8.5 µM; 330,000 compounds, 0.093% hits; AID 463210;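 active means percent activation above the screen-wide mean plus 3 SD, cut at about 25% in these data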
Target sequence (P55210 whole entry D23A/D198A/D206A): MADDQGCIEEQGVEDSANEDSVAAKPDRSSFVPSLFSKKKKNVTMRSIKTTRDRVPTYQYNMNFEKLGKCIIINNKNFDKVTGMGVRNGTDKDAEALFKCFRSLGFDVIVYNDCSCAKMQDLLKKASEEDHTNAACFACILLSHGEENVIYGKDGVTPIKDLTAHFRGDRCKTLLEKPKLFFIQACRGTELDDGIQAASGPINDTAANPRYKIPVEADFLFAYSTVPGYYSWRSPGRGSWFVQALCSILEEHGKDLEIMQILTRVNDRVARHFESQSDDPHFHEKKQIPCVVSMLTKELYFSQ
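Test system: Procaspase-7 triple mutant (PC-7 D3A). Also added: Ac-DEVD-pNA substrate, 400 µM as added. Schedule: 1 h enzyme–compound preincubation and 2 h substrate reaction, both 25 °C. Signal: p-Nitroaniline absorbance at 405 nm, read at 0 and 120 min. Control set: low DMSO alone, high DMSO plus 5 µM PC-7.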
Fh CTSL1 inh: blocks F. hepatica cathepsin L1 in PFM18AAP counter-screen | 300,000 compounds, 0.49% hits | recombinant F. hepatica cathepsin L1, Z-Leu-Arg-MCA fluorescence | inhibition, % at 5.96 µM | AID 1906;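 active means inhibition above the mean of all tested compounds plus 3 SD, set per screening campaign, cut at about 17% in these data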;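 further: 0% = plate median of test compound wells and 100% = 1 µM Z-Phe-Ala-diazomethylketone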
Efflux pump mplx: antifungal efflux pump inhibition, Nile Red retention | inhibition, % at 10 µM | S. cerevisiae Candida pump triplex | 330,000 compounds, 0.44% hits | AID 485275;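 active means plate passing quality check with inhibition over a set limit, or well fluorescence over plate mean plus 4 SD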;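 further: Nile Red retained in pooled yeast measured as flow cytometry median fluorescence; 0% = buffer negative control and 100% = Enniatin B positive control; higher means more Nile Red kept so more efflux inhibition; some compounds called inactive have numbers as strong as hits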
TPT1 inh: blocks Candida albicans tRNA 2'-phosphotransferase | inhibition, % at 5 µM | 300,000 compounds, 0.81% hits | recombinant caTPT1, FP RNA substrate dephosphorylation;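 active means inhibition above the mean of all tested compounds plus 3 SD, set per screening campaign, cut at about 24% in these data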;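 further: plate controls were DMSO alone for no effect and ferristatin control at 100 nM for full effect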
GASC-1 inh: inhibitors of human GASC-1 (JMJD2C) demethylase. Q9H3R0. GST-JMJD2C(1-420) H3K9me3 demethylation, DELFIA europium. inhibition, % at 2.35 µM. 330,000 compounds, 0.069% hits. AID 2099;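 active means more than half of a compound's replicate wells show inhibition beyond 50%, single wells judged on their own value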;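 further: signal counts dimethyl H3K9 product captured on neutravidin plate; 0% = median of DMSO wells and 100% = 0.3 times that DMSO median; strong numbers were not always called active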
core dimer inh: HCV core protein dimerization inhibition; 300,000 compounds, 0.33% hits; inhibition, % at 5 µM; TR-FRET GST/Flag-core106 dimerization, 1536-well;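 active means inhibition above the mean of all tested compounds plus 3 SD, set per screening campaign, cut at about 45% in these data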
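Material: GST/Flag-tagged HCV core106 proteins. Incubation: 4 h, 22.5 °C incubation. Read-out basis: inhibition (%) from 671 over 617 nm ratio. Measured by: TR-FRET, excitation 340 nm, emission 617 and 671 nm.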
PP1 inh: blocks human PP1-alpha phosphatase, a PP5 counter-screen. purified PP1alpha, OMFP fluorescence. inhibition, % at 6.7 µM. 320,000 compounds, 0.9% hits;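 active means inhibition above the mean inhibition of all tested compounds plus 3 SD, computed separately for each screening campaign, cut at about 15% in these data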
Target sequence (P62136 whole entry, looked up): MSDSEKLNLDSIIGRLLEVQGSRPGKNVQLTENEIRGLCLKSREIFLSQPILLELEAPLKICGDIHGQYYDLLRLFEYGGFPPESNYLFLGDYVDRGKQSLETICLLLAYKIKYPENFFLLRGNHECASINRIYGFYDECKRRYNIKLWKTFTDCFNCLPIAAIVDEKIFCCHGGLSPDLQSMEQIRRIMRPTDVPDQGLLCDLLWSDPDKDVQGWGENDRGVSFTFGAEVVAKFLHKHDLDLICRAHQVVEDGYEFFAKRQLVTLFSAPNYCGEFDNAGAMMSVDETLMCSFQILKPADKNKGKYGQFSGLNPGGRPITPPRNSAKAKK
Starred values were filed as active, the others as inactive; . = not tested or not shown; & = joins results of further samples.

Fields: proCasp3 act	PP5 primary	procasp7 counter	Fh CTSL1 inh	Efflux pump mplx	TPT1 inh	GASC-1 inh	core dimer inh	PP1 inh
- CCN(c1ccccc1)S(=O)(=O)c1ccc(C(=O)NCC(=O)Nc2ccc(F)c(F)c2F)cc1
→ 6	.	0	.	0.0	.	2	.	.
- Cc1ccc(N(CC(=O)NC2CCCCC2)S(=O)(=O)c2c(C)nn(C)c2C)cc1
→ 1	0.4	14	-3	0.0	-2	-13	0	-3
- CCn1c(COc2ccc(C)cc2)nnc1SCC(=O)Nc1cc(OC)ccc1OC
→ 0	0.1	-3	0	0.1	-3	-3	3	1
- COc1cc2c(cc1OC)C(CC#N)=NC(C)(C)C2
→ -2	0.9	5	2	0.0	-4	5	-3	2
- COc1ccc2ccc(Oc3ncccn3)cc2c1
→ -1	4.0	-1	-3	0.0	2	4	-5	-4
- CC(C)CNS(=O)(=O)c1cc(C(=O)O)c(Cl)cc1Cl
→ -6	-1.0	3	-1	0.3	3	16	-3	1
- C=C(C)Cn1c(N2CCN(CC)CC2)nc2c1c(=O)[nH]c(=O)n2C
→ -5	-0.3	18	1	-0.4	-6	-1	3	-3
- CCOc1ccc(S(=O)(=O)NCCC(=O)N2CCCN(C)CC2)cc1
→ -2	1.2	5	-5	-3.0	-1	9	-5	-1
- Cc1ccc2nc(SCC(=O)Nc3c(F)cccc3F)[nH]c2c1
→ 3	-0.5	9	0	0.1	-1	5	-1	-3
- CC(=O)NCC(=O)N1CCCC(C(=O)c2ccc(-c3ccccc3)c(F)c2)C1 (stereo unspecified)
→ 2	-0.6	4	2	0.0	4	7	-2	0
- O=C(C/C=N/OCc1c(Cl)cccc1Cl)c1ccccc1
→ -9	0.6	3	1	0.0	-3	-4	-4	0
- O=C(Nc1ccc([N+](=O)[O-])cc1)c1cc(-c2ccccn2)nc2c(Cl)cccc12
→ 0	-2.7	-3	3	0.2	-1	6	-6	0
- C=C(C(=O)O)C1CCC2(C)CCCC(C)(O)C2C1 (stereo unspecified)
→ 3	3.7	-2	0	-0.1	1	-7	-2	-6
- CCn1c2ccccc2c2cc(CN3CCN(Cc4cc(OC)ccc4O)CC3)ccc21
→ 5	4.3	11	2	-0.1	-2	0	-3	7
- O=C1CN=CN=CN1c1ccc(Cl)cc1Cl
→ -5	-1.0	1	-2	0.0	-3	-23	4	-8
- CCCN(CC(=O)Nc1ccccc1OC)C(=O)CCCN1C(=O)c2ccccc2C1=O
→ 1	2.4	-2	-3	0.2	2	4	1	-5
- Cc1ccc(S(=O)(=O)N(CC(=O)N2CCc3ccccc3C2)c2cccc(Cl)c2)cc1
→ 8	-0.2	9	2	0.0	-2	-19	14	4
- NC(=O)COC(=O)c1cc(S(=O)(=O)N2CCOCC2)ccc1N1CCCCC1
→ 8	-1.1	0	2	-0.2	-1	-45	-1	2
- Cc1ccc(-c2nc(N)n(C(=O)Cc3ccccc3)n2)cc1
→ -2	4.8	-5	1	-0.2	4	1	6	0
- CS(=O)(=O)c1ccc2nc(NC(=O)c3cccc([N+](=O)[O-])c3)sc2c1
→ 1	3.9	1	3	0.1	1	15	7	-1
- CC(NC(=O)c1ccc(Cl)cc1)c1nnc(SCc2ccc([N+](=O)[O-])cc2)n1C (stereo unspecified)
→ -2	2.8	2	3	-0.2	-1	8	-2	4
- COc1cc(NC(=O)c2ccc(Cl)cc2)c(OC)cc1NC(=O)CN1CCCCC1
→ -5	1.7	-4	-1	0.0	-4	2	6	4
- CCC(=O)NC1OC(CO)C(O)C(O)C1O (stereo unspecified)
→ 9	-1.9	1	5	-0.1	1	5	-1	0
- O=C(O)C1CCN(C(=O)CSc2nnc(-c3ccccc3)o2)CC1
→ 2	.	16	.	0.1	.	-6	.	.
- C=CCNc1nc2c(c(=O)[nH]c(=O)n2C)n1CCCCC
→ 0	1.6	8	-6	0.1	-4	8	3	-1
- Cc1ccccc1NS(=O)(=O)c1ccc(C(=O)NCCCN2CCCC2=O)cc1
→ 5	0.2	1	-6	0.1	1	69	2	-7
- COc1ccc(C(=O)Nc2c(-c3cccs3)c(=O)c3ccccc3n2C)cc1
→ -1	-2.2	5	3	0.0	2	2	6	-3
- O=S(=O)(c1cnc[nH]1)N1CCc2ccccc21
→ 6	-1.7	4	4	0.5	4	-4	-6	0
- CC(C)(C)c1ccc(C(=O)NNc2ccc(F)cc2F)cc1
→ -6	4.5	0	-3	0.0	0	1	2	-4
- O=C(C[n+]1ccc(-c2nnc3n2CCC3)cc1)c1ccc(Cl)cc1
→ 4	-0.7	4	1	-0.1	-1	-2	4	-1

In the list so far, 3 have a nitro group on carbon.
Fields: proCasp3 act	PP5 primary	procasp7 counter	Fh CTSL1 inh	Efflux pump mplx	TPT1 inh	GASC-1 inh	core dimer inh	PP1 inh
- O=C(Nc1ccc([N+](=O)[O-])cc1)c1cc(-c2ccccn2)nc2c(Cl)cccc12
→ 0	-2.7	-3	3	0.2	-1	6	-6	0
- CS(=O)(=O)c1ccc2nc(NC(=O)c3cccc([N+](=O)[O-])c3)sc2c1
→ 1	3.9	1	3	0.1	1	15	7	-1
- CC(NC(=O)c1ccc(Cl)cc1)c1nnc(SCc2ccc([N+](=O)[O-])cc2)n1C (stereo unspecified)
→ -2	2.8	2	3	-0.2	-1	8	-2	4

The main list resumes with the three entries that preceded the break.
Fields: proCasp3 act	PP5 primary	procasp7 counter	Fh CTSL1 inh	Efflux pump mplx	TPT1 inh	GASC-1 inh	core dimer inh	PP1 inh
- O=S(=O)(c1cnc[nH]1)N1CCc2ccccc21
→ 6	-1.7	4	4	0.5	4	-4	-6	0
- CC(C)(C)c1ccc(C(=O)NNc2ccc(F)cc2F)cc1
→ -6	4.5	0	-3	0.0	0	1	2	-4
- O=C(C[n+]1ccc(-c2nnc3n2CCC3)cc1)c1ccc(Cl)cc1
→ 4	-0.7	4	1	-0.1	-1	-2	4	-1
- Cc1nc2nc(C)c(NS(=O)(=O)c3ccc(Cl)s3)c(=O)n2[nH]1
→ 4	1.4	-2	-2	0.1	2	8	-4	-2
- CCCCCc1c(O)nc(SCCN(CC)CC)[nH]c1=O
→ 2	1.2	3	-5	-0.2	-1	17	-2	-2
- C[C@H](CO)N1C[C@H](C)[C@@H](CN(C)Cc2ccc(-c3ccccc3)cc2)Oc2c(NC(=O)Nc3ccc(C(F)(F)F)cc3)cccc2C1=O
→ -4	.	1	.	0.0	.	-3	.	.
- Cc1ccc2[nH]c3c(c2c1)CN(C(C)C)CC3
→ 3	-2.6	6	6	-0.1	0	10	-8	0
- CC(=O)Nc1ccc(C2=CC(=O)CC(C)(C)C2)cc1
→ 3	-0.4	6	.	-0.1	.	0	.	-2
- CCOC(=O)c1cc(C(=O)OCC)cc(-n2c(C)cc(C(=O)CN3CCOCC3)c2C)c1
→ 0	0.5	1	2	0.0	6	-2	10	1
- COc1ccc2[nH]c3c(=O)n(CCN4CCOCC4)cnc3c2c1
→ 5	1.1	2	1	0.0	1	-5	0	-2
- Cc1cccc(NC(=O)C(=O)NCc2ccccn2)c1
→ 5	-0.8	3	-2	0.0	0	4	-1	-5
- COC(=O)c1sc2ccccc2c1NC(=O)c1ccc(S(=O)(=O)N2CCCC(C)C2)cc1 (stereo unspecified)
→ -4	1.2	-6	1	0.1	-2	-9	5	-1
- Cc1ccccc1C(=O)NCCSc1ccccc1
→ -8	0.6	2	0	-0.1	1	1	-4	2
- O=C(Nc1ccc(N2CCOCC2)cc1)c1ccc(COc2ccccc2)cc1
→ 3	0.7	2	2	0.1	0	-5	11	16*
- O=C(C1=C[C@H](c2ccccc2)C[C@H](OCCCCO)O1)N1CCN(Cc2ccccc2)CC1
→ 2	1.6	-9	1	-0.1	-2	-10	5	-2
- CSc1cc(-c2ccc(Cl)cc2)n(Cc2ccccc2)c(=O)c1C#N
→ 2	3.5	-4	-2	0.9	5	4	-2	0
- C=CCn1c(SC(C)CC)nc(O)cc1=O (stereo unspecified)
→ -3	-1.8	7	-2	0.0	5	-18	0	1
- CCNc1ccc(S(=O)(=O)C(F)(F)F)cc1NC(=O)C12CCC(CC1)C2
→ -3	-0.2	-8	-1	0.0	-4	-13&5	2	-3
- COC(=O)c1ccccc1Oc1cc(C(F)(F)F)nc(-c2ccccn2)n1
→ -6	3.0	-6	3	0.3	-4	-5	-6	3
- O=C(CCc1ccc(S(=O)(=O)N2CCOCC2)cc1)Nc1c(F)cccc1F
→ 12	.	0	.	0.1	.	10	.	.
- O=C(Nc1ccccc1Cl)NC1(C(=O)NCC2CCCO2)CCCCC1 (stereo unspecified)
→ 2	2.2	-6	0	0.1	2	-1	-2	1
- COC(=O)c1cscc1S(=O)(=O)Cc1ccccc1
→ 4	0.1	9	-2	-0.1	-1	2	-1	-1
- CN(C)c1ccc(/C=N/N(Cc2ccccc2)c2ccccc2)cc1
→ 1	-4.2	3	-1	-4.2	-3	-3	-4	1
- CC(=O)NC(C)(CC(=O)c1ccccc1)c1ccccc1 (stereo unspecified)
→ -9	1.3	5	-2	-0.1	0	-1	0	1
- Cc1cc(C(F)(F)Cl)n2ncc(-c3ccccn3)c2n1
→ 8	-2.5	4	3	-0.2	0	-39	-6	2
- COc1cccc(CNC(=O)CN(C)S(=O)(=O)c2ccc3c(c2)c(=O)n(C)c(=O)n3C)c1
→ 4	3.5	3	-1	0.1	0	3	-1	0
